Screening results: PubChem, several laboratories
APP transl inh – APP translation inhibition; SH-SY5Y APP 5'UTR-luciferase reporter, luminescence; inhibition, % at 2 µM; 0.82% of 190,000 active;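 active means inhibition above a set limit, derived from the sample mean plus 3 SD, cut at about 45% in these data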; further: values of inactives mirror those of a sister screen read the other way
FLuc act counter – firefly luciferase counter-screen for stimulation assays; AID 1027; ATPlite luciferase biochemical, luminescence, 10 min; 0 = ATP-free wells, 1 = DMSO control; activation factor at 10 µM; P08659; 200,000 tested, under 10 active;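 active means luciferase activation factor, scaled between plate controls, of at least 2 with compound at 10 µM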
Target sequence (P08659 whole entry, looked up): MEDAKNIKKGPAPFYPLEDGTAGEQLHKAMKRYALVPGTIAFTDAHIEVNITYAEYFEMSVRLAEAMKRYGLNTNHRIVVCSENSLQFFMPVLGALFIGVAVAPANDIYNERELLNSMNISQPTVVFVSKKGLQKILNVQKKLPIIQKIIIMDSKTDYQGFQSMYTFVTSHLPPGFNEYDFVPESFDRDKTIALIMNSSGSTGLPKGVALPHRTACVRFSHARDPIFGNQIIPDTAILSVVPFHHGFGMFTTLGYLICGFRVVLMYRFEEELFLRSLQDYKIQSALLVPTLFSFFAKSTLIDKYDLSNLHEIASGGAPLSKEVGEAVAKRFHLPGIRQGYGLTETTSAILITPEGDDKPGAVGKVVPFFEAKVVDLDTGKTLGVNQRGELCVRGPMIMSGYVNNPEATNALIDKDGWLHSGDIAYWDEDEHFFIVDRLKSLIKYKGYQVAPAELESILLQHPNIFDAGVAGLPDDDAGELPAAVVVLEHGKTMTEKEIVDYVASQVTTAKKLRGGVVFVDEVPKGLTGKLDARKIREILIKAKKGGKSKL
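Assay system: Luciferase/luciferin reagent mix; Medium: PBS as buffer for the ATP substrate; Dosing: test compounds dosed from 2 mM stocks in 100% DMSO; Times: 10 min, room temperature; Signal: luminescence from luciferase reaction; Read-out: luciferase activation; Controls: No-ATP low control, compound-free enzyme-plus-ATP high control.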
TNAP inh no acc – blocks human TNAP activity with no phosphate acceptor present; purified TNAP, CDP-star luminescence, 30 min; 0.26% of 200,000 active; P05186; inhibition, % at 20 µM;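 active means tissue-nonspecific alkaline phosphatase inhibition above about 50% at 20 µM in the single-dose screen, limit read from the data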;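 further: 0% = DMSO negative control and 100% = EDTA positive control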
Target sequence (P05186 whole entry, looked up): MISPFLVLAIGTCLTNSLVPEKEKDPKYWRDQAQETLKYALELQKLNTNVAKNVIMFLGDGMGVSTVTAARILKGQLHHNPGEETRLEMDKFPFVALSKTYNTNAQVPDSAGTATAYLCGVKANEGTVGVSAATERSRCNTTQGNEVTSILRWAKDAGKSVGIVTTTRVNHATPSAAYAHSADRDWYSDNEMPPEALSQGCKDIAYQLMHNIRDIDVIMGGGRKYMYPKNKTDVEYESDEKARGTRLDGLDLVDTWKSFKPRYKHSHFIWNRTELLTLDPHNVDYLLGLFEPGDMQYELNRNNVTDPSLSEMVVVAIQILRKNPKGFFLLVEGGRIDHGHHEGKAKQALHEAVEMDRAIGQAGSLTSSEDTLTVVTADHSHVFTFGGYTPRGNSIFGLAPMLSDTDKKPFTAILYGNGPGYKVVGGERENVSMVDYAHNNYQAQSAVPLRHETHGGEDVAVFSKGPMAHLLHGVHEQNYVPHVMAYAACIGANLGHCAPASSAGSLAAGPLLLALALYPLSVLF
RAM network inh – yeast RAM network inhibition; AID 868; S. cerevisiae dse1pr::URA3 reporter, 5-FOA growth OD615, 2 d; analog-sensitive cbk1-as2 kinase mutant strain; inhibition, % at 50 µM; 1.8% of 190,000 active;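 active means inhibition above a set limit, 3 SD over mean compound inhibition, cut at about 8.4% in these data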;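 further: 0% = DMSO-only wells with no growth and 100% = 10 µM 1-NA-PP1 full growth; inhibition rescues growth on 5-FOA so higher OD means more RAM inhibition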
bIAP inhibitor – blocks bovine intestinal alkaline phosphatase activity; purified bovine IAP, CDP-star luminescence, 30 min; inhibition, % at 20 µM; 190,000 tested, under 10 active;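 active means over 50% inhibition of intestinal alkaline phosphatase at 20 µM in the single-dose screen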
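System: purified bovine intestinal alkaline phosphatase (IAP) enzyme; Input: IAP diluted 1/65,000,000 in the well; Measured by: CDP-star luminescence signal; Compound dosing: 20 µM single dose; Incubation: 30 min reaction at room temperature.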
FLuc inhib CS – Photinus pyralis luciferase inhibition counter-screen | P08659 | ATPLite firefly luciferase biochemical luminescence, 10 min | inhibition, % at 10 µM | 1.5% of 200,000 active;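 active means inhibition above about 50% when tested at 10 µM, limit read from the data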
bIAP activator – intestinal alkaline phosphatase (bovine) activation; AID 1016; activation factor at 20 µM; 0.17% of 200,000 active; purified bovine IAP, CDP-star luminescence, 30 min; stronger effect = higher value; fold of DMSO-control signal, blank-subtracted;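 active means activation factor of 2 or more at 20 µM, a signal rise over negative controls twice the positive control's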
Lmaj promast – Leishmania major promastigote growth inhibition; Leishmania major promastigotes, resazurin fluorescence viability; inhibition, % at 10 µM; 9% of 200,000 active; in the data active means inhibition above about 50%;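 further: promastigotes grown with compound for 44 hours at 28 °C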
TNAP act hi DEA – TNAP (human) activation, high acceptor | P05186 | purified TNAP, CDP-star luminescence, 1 M DEA, 30 min; stronger effect = higher value; 0 = EDTA background, 1 = DMSO-only activity | activation factor at 20 µM | 200,000 tested, under 10 active | AID 1136;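 active means activation factor at least 2 at 20 µM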
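Test system – human TNAP · Doses – 20 µM single point · Incubation – 30 min, room temperature · Signal – luminescent substrate turnover signal · Read-out basis – activation factor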
TNAP inh hiacc – blocks human TNAP under high phosphate acceptor concentration; purified TNAP, CDP-star luminescence, 1 M DEA; inhibition, % at 20 µM; 0.03% of 200,000 active;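 active means over 50% inhibition of tissue-nonspecific alkaline phosphatase at 20 µM in the single-dose screen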;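 further: plate controls were DMSO wells for no effect and EDTA-quenched wells as full inhibition for full effect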
* marks the source's active call; other numbers are inactive results; / = not tested or not shown. The list is partial; rates above refer to the full screens.

Values run as follows: APP transl inh | FLuc act counter | TNAP inh no acc | RAM network inh | bIAP inhibitor | FLuc inhib CS | bIAP activator | Lmaj promast | TNAP act hi DEA | TNAP inh hiacc
- CC(C)(C)C(=O)NC1CCSC1=O (stereo unspecified)
 : -1 | 1.1 | -10 | 1.6 | 0 | -8 | 1 | -1 | 1 | -3
- CN1CCN(c2ccc(C(N)=O)cc2[N+](=O)[O-])CC1
 : -40 | 1 | -2 | 1.2 | 9 | -3 | 0.9 | -2 | 1 | 4
- CCCCCCn1c(=O)c(C(=O)Nc2ccncc2)c(O)c2ccccc21
 : / | 1 | -4 | / | 7 | -2 | 0.9 | / | 1 | -2
- Cc1c(N=Cc2c(O)n(Cc3ccc(F)cc3)c(=O)[nH]c2=O)c(=O)n(-c2ccccc2)n1C
 : 0 | 1 | 13 | 3.0 | -4 | 0 | 1 | -3 | 1 | 2
- CCOc1ccc(-n2c(-c3ccoc3)nc3ccccc3c2=O)cc1
 : -16 | 1 | -18 | 1.2 | 2 | -2 | 1 | -5 | 1.1 | -6
- CC(C)CCN1CCN(Cc2c(F)cccc2Cl)CC1CCO (stereo unspecified)
 : 8 | 1.1 | -6 | 0.0 | -9 | -7 | 1.1 | 47 | 1 | -4
- CCSc1cc(C2C(C#N)=C(N)Oc3n[nH]c(C)c32)c(C)o1 (stereo unspecified)
 : -2 | 1 | -11 | 0.2 | -23 | -4 | 1.2 | 94* | 1.1 | -5
- COc1ccc(Cn2c(O)c(C=Nc3c(C)n(C)n(-c4ccccc4)c3=O)c(=O)[nH]c2=O)cc1
 : 4 | 1 | -6 | 3.1 | 8 | -5 | 0.9 | -7 | 1 | -4
- C=C1N2CCC(CC2)C1(O)c1ccc(C)cc1 (stereo unspecified)
 : 0 | 1.1 | -8 | 0.8 | 16 | -6 | 0.8 | -4 | 1 | -2
- CCCC[N+]12CCC(CC1)C(C(=O)c1cccs1)C2 (stereo unspecified)
 : -5 | 1.1 | -12 | 0.1 | 9 | -7 | 0.9 | -6 | 1 | -3
- CCN1CCN(c2ccc(N)c(C)c2)CC1
 : -8 | 1 | 5 | 0.5 | -3 | -4 | 1 | -1 | 1 | -1
- OC(Cn1c2ccccc2c2ccccc21)C[n+]1ccccc1 (stereo unspecified)
 : 4 | 1 | -7 | 0.9 | 4 | -2 | 1 | 1 | 1 | -3
- COc1ccc(C(=O)C2(C)N(O)C(C)C(c3cccs3)=[N+]2[O-])cc1 (stereo unspecified)
 : -14 | 1.1 | -13 | -0.9 | 6 | -6 | 0.9 | -5 | 1 | -3
- CC(C)CCn1c(N)c(C(=O)NCc2cccs2)c2nc3ccccc3nc21
 : -3 | 1 | -16 | 6.1 | -10 | -1 | 1.1 | 22 | 1 | 0
- Cc1cccc(-n2c(-c3ccc([N+](=O)[O-])cc3)nc3ccccc3c2=O)c1
 : -4 | 1 | -7 | 4.3 | 16 | 4 | 0.8 | 3 | 1 | 0
- COc1ccc(C2SCC(=O)Nc3c2c(C)nn3-c2ccccc2)cc1OC (stereo unspecified)
 : -8 | 1.1 | -7 | 0.5 | -6 | -11 | 1.1 | 62* | 1 | -3
- O=P(N[C@@H](c1ccccc1)[C@@H]1C[C@H]1CO)(c1ccccc1)c1ccccc1
 : 7 | 1 | -9 | 1.5 | 39 | -4 | 0.6 | -3 | 1 | -1
- CC[N+](CC)(CC)CCCCCCCCCC[N+](CC)(CC)CC
 : -4 | 1 | -16 | -0.9 | 14 | -3 | 0.9 | 0 | 1 | -1
- COc1ccc(CC[n+]2cc(/N=C(\C)[O-])on2)cc1OC
 : -9 | 1.1 | -10 | 0.7 | 13 | -6 | 0.9 | -4 | 1 | -1
- OC(c1ccncc1)(c1ccc(F)cc1)c1ccc(F)cc1
 : / | 1.1 | -14 | 0.9 | -1 | -6 | 1 | 16 | 1 | -2

Values run as follows: APP transl inh | FLuc act counter | TNAP inh no acc | RAM network inh | bIAP inhibitor | FLuc inhib CS | bIAP activator | Lmaj promast | TNAP act hi DEA | TNAP inh hiacc
- N/C(=N/[N+](=O)[O-])N1CCN(C(=O)c2ccc(Cl)cc2)CC1
 : -13 | 1 | -6 | 1.9 | 2 | -2 | 1 | -5 | 1 | 1
- CN1CCN(c2cc(N3CCCC3)c([N+](=O)[O-])cc2F)CC1
 : 3 | 1.1 | 14 | 1.7 | 30 | -8 | 0.7 | 99* | 0.9 | 13
- Cc1ncc(CN2CCCC(C(=O)c3sccc3C)C2)s1 (stereo unspecified)
 : -1 | 1 | -11 | -1.2 | 1 | -5 | 1 | 52* | 1 | -3
- CCOC(=O)C1=C(N)OC2=C(C(=O)CCC2)C12C(=O)N(CC(N)=O)c1ccccc12 (stereo unspecified)
 : -6 | 1 | -7 | 0.9 | 1 | -2 | 1 | -8 | 1 | -1
- Cc1nc(Cl)sc1C(=O)Nc1ccc2ccccc2c1
 : -94 | 0.8 | -1 | -0.4 | -1 | 16 | 1 | 5 | 1 | -3
- Nc1ccc(C(=O)N/N=C2/CN3CCC2CC3)cc1
 : -25 | 1 | -16 | 1.9 | -1 | -4 | 1 | -8 | 1 | -4
- COc1ccccc1CN1CCN(C(=O)COc2ccccc2)CC1
 : -2 | 1 | -9 | 1.1 | 6 | -4 | 0.9 | -5 | 1 | 0
- Cc1nc2cc(C(F)(F)F)ccc2n1C1CCN(Cc2nnnn2CCc2ccccc2)CC1
 : -6 | 1 | -5 | 2.6 | 8 | -4 | 0.9 | 98* | 1 | -5
- CCN(CC)P(c1n(C)cc[n+]1C)N(CC)CC
 : -9 | 1 | -9 | -0.2 | -11 | -2 | 1.1 | 3 | 1 | 0
- Cc1ccc(-n2c(C)cc(/C=C3\C(=O)NC(=O)N(C)C3=O)c2C)cc1C
 : 11 | 0.9 | -1 | 7.0 | 3 | 12 | 1 | 58* | 1 | 1
- Cc1nn(CC(C)C)c(Cl)c1C(=O)O
 : -48 | 1 | -8 | 0.0 | 10 | -2 | 0.9 | 5 | 1.1 | -5
- C/C(=C\c1ccc(N(C)C)cc1)[N+](=O)[O-]
 : 32 | 0.9 | 23 | 1.0 | 26 | 6 | 0.7 | 100* | 0.8 | 15
- CN(C)c1ccc([P+](=O)c2ccc(N(C)C)cc2)cc1
 : -16 | 1 | -12 | 0.0 | 3 | -2 | 1 | 11 | 1 | -2
- O=C1CN=C(c2ccccc2)c2cc(Br)ccc2N1Cc1cc(=O)n2ccccc2n1
 : 5 | 1 | -4 | 0.9 | 6 | -4 | 0.9 | 82* | 1 | -1
- Cc1ccccc1CN1CCN(Cc2ccccc2)CC1
 : -13 | 1 | -8 | 0.5 | -12 | 0 | 1.1 | 3 | 1 | -2
- CCOc1cc(C(=O)N2CCC3(CC2)OCCO3)cc(OCC)c1OCC
 : -1 | 1.1 | 1 | 0.3 | -4 | -8 | 1 | -7 | 1 | -1
- COc1ccccc1N=C1SCCCN1C
 : 6 | 1.1 | -14 | 2.9 | 10 | -8 | 0.9 | -5 | 1.1 | -7
- O=C(CSC1c2ccccc2-c2ccccc21)N/N=C/c1ccccc1
 : 1 | 1.1 | -10 | 2.5 | 10 | -7 | 0.9 | 2 | 1 | -4
- COc1ccc(-c2cc(=Nc3ccccc3)c3cc(C)ccc3o2)cc1
 : -134 | 0.8 | 30 | -0.4 | 27 | 23 | 0.7 | 32 | 1 | -2
- COc1ccc(C(C)=O)cc1CC(C(=O)c1ccccc1)N(C)C (stereo unspecified)
 : -6 | 1.1 | -6 | 0.9 | / | -8 | 0.4 | -3 | 1 | -4

Values run as follows: APP transl inh | FLuc act counter | TNAP inh no acc | RAM network inh | bIAP inhibitor | FLuc inhib CS | bIAP activator | Lmaj promast | TNAP act hi DEA | TNAP inh hiacc
- CCc1nc2ccccc2c(=O)n1-c1cccc(OC)c1
 : 6 | 1.1 | 0 | 0.6 | 2 | -6 | 1 | -3 | 1.1 | -6
- COC(=O)c1cc(C(O)(C(=O)OC)C(F)(F)F)c(/N=C/N(C)C)s1 (stereo unspecified)
 : -4 | 1 | -9 | 0.9 | 0 | -3 | 1 | -1 | 1 | -4
- CN1[C@@H]2CC[C@H]1CC(OC(=O)C1C=Nc3ccccc31)C2 (stereo partly specified)
 : -10 | 1.1 | -6 | 0.4 | 6 | -7 | 0.9 | -4 | 1 | 0
- CCC(=NCCO)c1c(O)n(C2CCCCC2)c(=O)[nH]c1=O
 : 6 | 1.1 | -2 | 1.5 | 3 | -9 | 1 | 3 | 1.1 | -7
- CC(=O)N1CN2CN(C(C)=O)CC(C(=O)c3ccc(Br)cc3)(C2)C1
 : -3 | 1.1 | -13 | -0.1 | 0 | -7 | 1 | -8 | 1.1 | -6
- CCOC(=O)c1c(/N=C/C2C(=O)NC(=O)NC2=O)sc2c1CCC2
 : -101 | 1 | -72 | 2.9 | -22 | 0 | 1.2 | 5 | 1 | 1
- CN(C)C(=O)Oc1ccc(Br)c2ccccc12
 : 7 | 1 | -10 | 0.2 | 5 | -4 | 0.9 | 7 | 1 | -4
- Cc1cc(/C=C2/C(=O)NC(=O)N(Cc3ccco3)C2=O)c(C)n1-c1ccc(C(=O)O)cc1
 : -3 | 1.1 | 9 | 3.0 | -8 | -13 | 1.1 | -7 | 1 | -3
- CC(Cc1ccccc1)NC(=O)CN1CCCC1=O (stereo unspecified)
 : 4 | 1 | -6 | -0.3 | -1 | -1 | 1 | 4 | 1 | -3
- CCCCCSc1cc(OC)c(CCNC)cc1OC
 : 2 | 1.1 | 2 | 3.5 | 8 | -6 | 0.9 | 100* | 1 | -5
- Cc1cccc(-n2c(O)c(C=Nc3ccc(S(N)(=O)=O)cc3)c(=O)[nH]c2=O)c1
 : 28 | 1.1 | -9 | 0.9 | -23 | -7 | 1.2 | -3 | 1 | 0
- O=C(CN1CCCC1=O)Nc1ccccc1
 : -11 | 1 | -12 | 0.9 | 3 | -4 | 1 | -3 | 1 | -4
- Cc1ccc(N2C(=O)/C(=C/c3ccc(CN(CCC#N)S(C)(=O)=O)o3)C(=O)NC2=S)cc1C
 : -16 | 1.1 | 2 | 2.0 | -7 | -7 | 1.1 | -7 | 1 | 1
- CN(C)C(=O)Oc1ccc(-c2cn3cc(C(F)(F)F)ccc3n2)cc1
 : -31 | 0.5 | -14 | 0.3 | 16 | 54* | 0.8 | -3 | 1 | -4
- CN(C(=O)Oc1ccc([N+](=O)[O-])cc1)c1ccccc1
 : 17 | 1 | -17 | 1.8 | 11 | -4 | 0.9 | -2 | 1 | 2
- O=C(O)c1c[nH]c2ccc(S(=O)(=O)N(CCCl)CCCl)cc12
 : / | 1 | -14 | 2.0 | 15 | -3 | 0.9 | -7 | 1 | -2
- Cc1cccc(-n2c(C)nc3cc(C(=O)N4CCC5(CC4)OCCO5)ccc32)c1
 : 7 | 1.1 | -8 | -0.1 | -5 | -8 | 1 | 1 | 1 | -4
- O=c1[nH]c(=O)n(Cc2ccco2)c(O)c1C=NCc1ccco1
 : -2 | 1 | -12 | 0.8 | -13 | -3 | 1.1 | -7 | 1 | -1

Full records, quoted from the list. Order of screens: APP transl inh	FLuc act counter	TNAP inh no acc	RAM network inh	bIAP inhibitor	FLuc inhib CS	bIAP activator	Lmaj promast	TNAP act hi DEA	TNAP inh hiacc
`Cc1cccc(-n2c(O)c(C=Nc3ccc(S(N)(=O)=O)cc3)c(=O)[nH]c2=O)c1` as listed: 28	1.1	-9	0.9	-23	-7	1.2	-3	1	0
`CC(=O)N1CN2CN(C(C)=O)CC(C(=O)c3ccc(Br)cc3)(C2)C1` as listed: -3	1.1	-13	-0.1	0	-7	1	-8	1.1	-6
